Assay outcomes as filed in PubChem.
V-ATPase pH: regulators of yeast V-ATPase proton transport; AID 504577; S. cerevisiae, pHLuorin cytosolic pH fluorescence; response, % at 10 µM; hit rate 0.37% among 350,000; in the data active = response mostly above about 7.3%, no sharp cut-off; inactive = mostly below about 5.4%; also: actives read high; inactives centre near 0; some compounds called inactive have numbers as strong as hits; reference of the scale not given here
HTR5A ag ctr: HTR5A agonism, opioid heterodimer counter-screen | HTR5A agonist assay, luminescence, cell-based | activation, % at 9.3 µM | hit rate 0.61% among 340,000 | AID 504692; in the data active = activation mostly above about 9.5%, no sharp cut-off; inactive = mostly below about 7.6%;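 also: 0% = cells with vehicle only and 100% = reference agonist; strong numbers were not always called active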
Target sequence (P47898 whole entry, looked up): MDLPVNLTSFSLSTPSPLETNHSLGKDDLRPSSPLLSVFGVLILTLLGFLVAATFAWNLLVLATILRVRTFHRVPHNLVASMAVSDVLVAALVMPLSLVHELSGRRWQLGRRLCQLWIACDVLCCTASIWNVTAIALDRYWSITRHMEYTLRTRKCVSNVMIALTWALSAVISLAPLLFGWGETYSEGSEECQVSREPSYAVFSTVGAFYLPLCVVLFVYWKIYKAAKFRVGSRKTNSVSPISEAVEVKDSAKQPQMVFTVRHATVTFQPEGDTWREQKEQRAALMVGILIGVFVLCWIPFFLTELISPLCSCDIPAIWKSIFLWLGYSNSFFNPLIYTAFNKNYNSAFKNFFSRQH
DAGLB inh: blocks human DAGLB lipase activity. AID 504411. HEK293T DAGLB membrane lysate, EnzChek fluorogenic substrate. inhibition, % at 5.17 µM. hit rate 0.059% among 340,000; in the data active = inhibition above about 34%;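 also: 0% = enzyme with vehicle and 100% = wells lacking enzyme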
HTR5A inv ag: inverse agonist of human HTR5A in OPRM1-OPRD1 counter-screen. HTR5A cell line, luminescence, inverse agonism. inhibition, % at 9.3 µM. hit rate 0.083% among 340,000. AID 504634; in the data active = inhibition mostly above about 23%, no sharp cut-off; inactive = mostly below about 18%;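 also: 0% = cells with DMSO and 100% = no-cell wells with DMSO; some compounds called inactive have numbers as strong as hits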
OPRM1-OPRD1 ag: OPRM1-OPRD1 heterodimerization agonism. activation, % at 9.3 µM. cells, luminescence. hit rate 0.3% among 340,000. AID 504326; in the data active = activation above about 18%;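 also: 0% = vehicle-treated cells and 100% = reference agonist; values of inactives mirror those of a sister screen read the other way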
PKA-R2B activ: PKA-R2B complex activation. PKA-R2B holoenzyme dissociation, Cy5-IP20 fluorescence polarization; R2B truncated from residue 108, S112A mutant; 0% DMSO only, 100% 113 µM cGMP. hit rate 0.079% among 340,000. P22694+P31323. activation, % at 11.4 µM. AID 504700;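 active = activation above a cutoff set at the mean over all compounds plus 3 SD, cut at about 18% in these data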;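 also: higher means more holoenzyme dissociation and a rise in polarization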
Target sequence (P31323 whole entry, looked up, other chains not shown, the tested form may be a part): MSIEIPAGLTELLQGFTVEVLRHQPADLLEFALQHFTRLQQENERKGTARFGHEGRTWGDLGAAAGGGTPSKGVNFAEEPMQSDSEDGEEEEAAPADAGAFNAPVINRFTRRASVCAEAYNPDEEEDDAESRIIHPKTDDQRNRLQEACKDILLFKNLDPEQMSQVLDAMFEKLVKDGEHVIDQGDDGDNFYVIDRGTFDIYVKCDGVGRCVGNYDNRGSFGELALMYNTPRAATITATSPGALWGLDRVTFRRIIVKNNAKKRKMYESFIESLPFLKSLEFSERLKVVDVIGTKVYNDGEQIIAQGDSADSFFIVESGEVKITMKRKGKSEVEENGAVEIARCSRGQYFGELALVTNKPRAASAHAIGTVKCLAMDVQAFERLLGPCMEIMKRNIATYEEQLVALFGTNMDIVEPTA
PKA-R1A activ: PKA-R1A complex activation. P00514+P68181. PKA-R1A dissociation, Cy5-IP20 fluorescence polarization; scaled: DMSO 0%, 113 µM cGMP 100%. activation, % at 11.4 µM. hit rate 0.083% among 340,000;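 active = percent activation above the mean of all tested compounds plus 3 SD, cut at about 19% in these data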;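 also: higher means more PKAc released from R1A so a rise in polarization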
Arrestin-AP2 inh: inhibitors of human beta-arrestin and AP2 interaction; AID 504490; inhibition, % at 10 µM; hit rate 0.31% among 340,000; FITC-arrestin peptide / GST-AP2 beads, flow cytometry; AP2 beta2 appendage carries R879A mutation;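 active = inhibition above a set limit, near 3 SD of compounds lacking own fluorescence, cut at about 54% in these data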;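 also: plate controls were DMSO wells for no effect and 5 µM unlabelled arrestin peptide for full effect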
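Assay system: GST-AP2 R879A bound to glutathione beads, E. coli-expressed; Medium: PBS with 0.05% Tween 20 and 0.1% BSA; Also added: fluorescein-tagged arrestin peptide at 50 nM final; Timing: 12 min plus 1 h, RT; Measured by: flow cytometry, FL1 (488/535 nm); Evaluation: percent drop in bead-associated FITC signal.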
Pemphigus Ab inh: blocks pemphigus antibody binding to human desmoglein-3; P32926; DSG3-coupled beads, scFv-anti-DSG3-GFP binding, flow cytometry; hits give low values; binding (percent of control), % at 10 µM; hit rate 0.48% among 310,000; AID 588358;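 active = binding more than 3 SD below its plate's average and above zero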;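 also: hits lower antibody fragment binding to DSG3; some compounds called inactive have numbers as strong as hits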
OPRM1-OPRD1 inv: inverse agonist of human OPRM1-OPRD1 heterodimerization; hit rate 0.21% among 340,000; inhibition, % at 9.3 µM; AID 504357; cell-based MOR-DOR heterodimer luminescence, inverse agonism; in the data active = inhibition above about 22%, passing the limit was not always enough;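 also: 0% = cells with DMSO and 100% = wells without cells with DMSO; values of inactives mirror those of a sister screen read the other way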
An asterisk follows results filed as active; / = not tested or not shown.

SMILES	V-ATPase pH	HTR5A ag ctr	DAGLB inh	HTR5A inv ag	OPRM1-OPRD1 ag	PKA-R2B activ	PKA-R1A activ	Arrestin-AP2 inh	Pemphigus Ab inh	OPRM1-OPRD1 inv
Cc1ccc(S(=O)(=O)C2(C(=O)N3CCCC(C)C3)CC2)cc1 (configuration not stated)	0	6	2	8	-2.5	-3	5	4	97	13
Cc1ccc(-c2nc(-c3ccncc3)no2)cc1C	10	-6	-10	-45	0.9	-6	-3	12	107	-5
Cc1ccccc1NC(=O)C1CCCN(c2nnc(N3CCCC3=O)s2)C1 (configuration not stated)	7	11	3	-34	0.5	-5	6	4	82	-3
CCOC(=O)c1sc2ccccc2c1OC(=O)c1ccccc1	1	6	-7	4	0.8	-4	5	2	116	-3
O=C(O)CC1S/C(=N/N=C/c2ccc(-c3ccc(Cl)c([N+](=O)[O-])c3)o2)NC1=O (configuration not stated)	0	-1	6	3	-2.1	5	-12	15	108	11
O=C(NCC1CC1)Nc1ccccc1	-6	1	1	-5	-1.4	-5	1	11	99	6
Cc1ccc(N2OC3C(=O)NC(=O)C3C2c2ccco2)cc1 (configuration not stated)	-3	4	0	-11	-0.9	7	0	2	107	6
Cc1cc(OCC(=O)O/N=C(\N)c2ccccc2)ccc1Cl	3	-1	-15	1	0.8	0	-5	-7	104	-4
COC(=O)CCn1[nH]c(=O)c2ccccc2c1=O	-4	-1	0	19	-0.1	6	1	16	101	0
Nn1c(SCC(=O)Nc2ccc(N3CCOCC3)cc2)nnc1C1CC1	2	5	1	-11	-2.3	-1	-2	-7	79	10

Reprinted from the part before: 6 entries; new compounds follow.
SMILES	V-ATPase pH	HTR5A ag ctr	DAGLB inh	HTR5A inv ag	OPRM1-OPRD1 ag	PKA-R2B activ	PKA-R1A activ	Arrestin-AP2 inh	Pemphigus Ab inh	OPRM1-OPRD1 inv
O=C(O)CC1S/C(=N/N=C/c2ccc(-c3ccc(Cl)c([N+](=O)[O-])c3)o2)NC1=O (configuration not stated)	0	-1	6	3	-2.1	5	-12	15	108	11
O=C(NCC1CC1)Nc1ccccc1	-6	1	1	-5	-1.4	-5	1	11	99	6
Cc1ccc(N2OC3C(=O)NC(=O)C3C2c2ccco2)cc1 (configuration not stated)	-3	4	0	-11	-0.9	7	0	2	107	6
Cc1cc(OCC(=O)O/N=C(\N)c2ccccc2)ccc1Cl	3	-1	-15	1	0.8	0	-5	-7	104	-4
COC(=O)CCn1[nH]c(=O)c2ccccc2c1=O	-4	-1	0	19	-0.1	6	1	16	101	0
Nn1c(SCC(=O)Nc2ccc(N3CCOCC3)cc2)nnc1C1CC1	2	5	1	-11	-2.3	-1	-2	-7	79	10
CC(C)(C)c1csc(NC(=O)c2ccc3nccnc3c2)n1	-3	1	4	-5	-1.1	-3	-6	11	102	7
COC(=O)c1c(-c2ccc(S(C)(=O)=O)cc2)sc2cc(OC)ccc12	3	10	-1	-16	-2.9	-3	6	-10	97	16
NC(=O)c1ccc(NC(=O)COC(=O)c2cc3c(s2)CCC3)cc1	2	1	-2	-4	-1.9	1	4	27	115	10
COC(=O)C1=CN(C(C)c2ccccc2)C=C(C(=O)OC)C1c1cc(OC)c(OC)c(OC)c1 (configuration not stated)	-2	1	-2	-2	-2.7	0	8	-15	112	13
CCCOc1ccc(C(=O)CCN2CCCCC2)cc1	3	-2	3	-7	0.0	-10	-18	2	126	0
Cc1cccc(NCc2ccccc2O)c1	0	-7	1	20	0.1	-1	-2	10	107	0
CCN1CCN(c2ccc(NC(=O)c3ccc(C#N)cc3F)cc2Cl)CC1	-1	0	-3	-1	-1.3	-1	6	16	95	6
CN(CC(=O)Nc1ccc(Cl)cc1)C(=O)CN1C(=O)C2CCCCC2C1=O (configuration not stated)	0	/	-1	/	/	-10	-6	/	100	/
Cn1c(=O)c(-[n+]2ccccc2)c([O-])c2ccccc21	1	0	3	-10	-4.5	-4	-3	2	112	19
N#Cc1ccc(C(=O)N(Cc2ccccc2)c2ccccc2)cc1	-2	1	-3	-2	-1.3	-1	5	20	102	9
CNCCCOc1cccc(OC(C)C)c1	-4	0	-2	13	-3.2	-2	7	-2	/	16
CCN(CC)S(=O)(=O)c1cccc(-c2nnc(SCCOc3ccc(Cl)cc3)o2)c1	-3	-2	-15	-22	4.2	2	1	-5	-11*	-23
O=C(CCCN1CCc2[nH]c3ccc(F)cc3c2C1)c1ccc(F)cc1	0	7	-2	-26	3.1	2	-2	-9	101	-14
CCCn1c(NCc2ccc3c(c2)OCO3)nc2ccccc21	-2	2	-2	1	2.0	12	-10	7	105	-12
CN(C)S(=O)(=O)c1cccc(C(=O)OCC(=O)NCc2ccccc2)c1	0	-1	3	5	-1.1	2	2	1	99	5
Cc1ccccc1OCCN1C(=O)c2ccccc2C1=O	3	3	-6	4	2.4	-7	-5	-10	101	-14
CSc1nccc(N2CCN(c3ccc(F)cc3)CC2)n1	11*	3	-2	-8	0.5	0	0	10	93	-4
Cc1cc(=O)oc2cc(OCC(=O)OCC(=O)Nc3ccccc3C(C)C)ccc12	-3	1	1	-5	-1.7	-4	-4	-2	111	9
CCc1c(C)nc(SCC(=O)Nc2c(C)n(C)n(-c3ccccc3)c2=O)[nH]c1=O	-6	2	1	1	-1.0	3	-8	0	102	6
O=C(c1ccccc1)C1CCN(CC(=O)N2CCN(c3ccccc3)CC2)CC1	0	-1	0	8	-0.7	1	-3	9	105	4
O=C1c2ccccc2C(=O)N1Cc1cnc(N2CCN(c3ccccc3)CC2)s1	-5	-1	2	3	-1.8	-11	-3	28	103	9
CCOC(=O)CNC(=O)CSc1nnc(-c2ccccc2)n1Cc1ccco1	-1	4	0	4	-1.5	6	9	-1	95	6
CC(=O)Nc1ccc(C2=NNC(=Nc3ccc(S(=O)(=O)N4CCOCC4)cc3)SC2)cc1	-4	-2	-12	6	-1.0	-9	-5	-2	88	5
COc1ccc(Cl)cc1NC(=S)NCc1ccc(S(N)(=O)=O)cc1	4	-1	0	-2	-0.5	2	3	7	98	3
O=c1c2cc(N3CCOCC3)ccc2[nH]c(=S)n1CC1CCCO1 (configuration not stated)	6	0	1	0	0.9	6	8	7	106	-4
O=C1c2ccccc2C(=O)N1CC1=NCCc2ccccc21	1	0	0	-1	0.5	3	3	-12	103	-3
CCCCC(=O)Nc1cnc(NC(=O)c2ccco2)cc1C	0	-6	2	15	-2.5	7	-4	5	110	14
CCn1c(SCC(=O)N2CCN(c3ccc(Cl)cc3)CC2)nc2ccccc2c1=O	-1	6	3	-17	-1.6	11	-2	-3	105	10
CCOCCc1nnc(NC(=O)CCS(=O)(=O)c2ccccc2)s1	1	-5	-5	-19	0.0	7	1	-3	106	0
O=C(NC1CCCCC1)C1CN(S(=O)(=O)c2ccccc2)CCN1S(=O)(=O)c1ccccc1 (configuration not stated)	-3	-4	2	-12	-2.6	-6	-2	-11	99	12

Compounds shown so far that contain a cyano group (2):
SMILES	V-ATPase pH	HTR5A ag ctr	DAGLB inh	HTR5A inv ag	OPRM1-OPRD1 ag	PKA-R2B activ	PKA-R1A activ	Arrestin-AP2 inh	Pemphigus Ab inh	OPRM1-OPRD1 inv
CCN1CCN(c2ccc(NC(=O)c3ccc(C#N)cc3F)cc2Cl)CC1	-1	0	-3	-1	-1.3	-1	6	16	95	6
N#Cc1ccc(C(=O)N(Cc2ccccc2)c2ccccc2)cc1	-2	1	-3	-2	-1.3	-1	5	20	102	9

Only PKA-R2B activ and PKA-R1A activ (three entries from above):
| canonical_smiles | PKA-R2B activ | PKA-R1A activ |
| --- | --- | --- |
| O=C1c2ccccc2C(=O)N1Cc1cnc(N2CCN(c3ccccc3)CC2)s1 | -11 | -3 |
| CCn1c(SCC(=O)N2CCN(c3ccc(Cl)cc3)CC2)nc2ccccc2c1=O | 11 | -2 |
| O=c1c2cc(N3CCOCC3)ccc2[nH]c(=S)n1CC1CCCO1 (configuration not stated) | 6 | 8 |

The list continues:
SMILES	V-ATPase pH	HTR5A ag ctr	DAGLB inh	HTR5A inv ag	OPRM1-OPRD1 ag	PKA-R2B activ	PKA-R1A activ	Arrestin-AP2 inh	Pemphigus Ab inh	OPRM1-OPRD1 inv
CC1Oc2ccccc2C=C1/C=N/NC(=O)c1ccncc1 (configuration not stated)	-2	2	0	-24	0.1	-1	2	-5	110	-1
CC1(C)CC(=O)C=C(c2ccc3ccccc3c2)C1	-4	2	-8	-28	1.0	-5	-8	3	99	-5
COc1cccc(-n2nc(-c3ccnn3-c3ccccc3)c(=O)n(C)c2=O)c1	-17	2	-8	-5	-2.4	-14	-9	6	101	10
CC(C)CC1NC(C(=O)O)Cc2c1[nH]c1ccccc21 (configuration not stated)	0	-3	1	5	0.3	10	-9	-1	117	-2
Cc1c(OC(C)C(=O)N[C@H](C(=O)O)c2ccccc2)ccc2c3c(c(=O)oc12)CCCC3 (some centres not stated)	-2	6	-2	10	1.4	0	9	11	111	-7
Cc1c(C(=O)OC(C)C(=O)N(C)Cc2ccccc2)oc2ccccc12 (configuration not stated)	7	-1	-5	6	-1.5	-11	-5	-16	98	6
CCN(CC(=O)Nc1ccccc1C(F)(F)F)C(=O)c1cc2c(s1)CCCCC2	-1	-4	-9	11	0.6	-2	-4	2	109	-4
O=C(Cc1ccc(O)cc1)NC1CCCCCC1	0	1	1	-3	-3.4	-2	3	-2	/	22
O=Nc1c(O)[nH]c2ccc(Cl)c(Cl)c12	-2	-1	-11	5	3.0	4	-4	15	/	-15
CC(C)CNc1nc(N)c([N+](=O)[O-])c(N2CCCCCC2)n1	4	1	-1	-4	2.8	6	-12	-2	106	-13
O=C(NCc1ccc(F)cc1)C1CCC(CNc2c(N3CCOCC3)c(=O)c2=O)CC1 (configuration not stated)	-2	1	-4	5	-3.9	1	-12	-13	95	20
CN(CC(=O)N1CC=C(c2ccccc2)CC1)S(=O)(=O)c1ccc2c(c1)c(=O)n(C)c(=O)n2C	-3	-5	1	14	-2.5	-3	-4	-2	91	15
O=C(CCCn1c(=S)[nH]c2cc3c(cc2c1=O)OCO3)NC1CC1	1	4	-1	-10	-1.2	8	2	10	101	6
CC1=NN(C(=O)c2ccc(C)o2)C(O)(c2ccccc2)C1 (configuration not stated)	1	8	-1	-37	-1.6	0	0	0	111	9
CCc1ccc(/C=N/NC(=O)c2cc(-c3ccncc3)nc3ccccc23)s1	2	-3	-2	3	-1.4	1	3	-7	102	7
CCOC(=O)CN1C(=O)C(=O)N(Cc2c(C)cc(C)cc2C)C1=O	-2	5	0	-17	-2.7	3	-1	8	93	14
